FBPA Giardia inh: inhibitors of Giardia lamblia fructose-1,6-bisphosphate aldolase. purified Giardia FBPA. AID 2451. actives 0.71% (n = 290,000). Potency, µM (doses to about 59.6 µM), without a hit: at the top dose activity, negative = inhibition, actives largely listed as inhibitors; also: potency is read from the fitted curve at half-maximal effect; nearly all actives have a fitted effect of over 55% in size
Target sequence (A8B2U2 whole entry, looked up): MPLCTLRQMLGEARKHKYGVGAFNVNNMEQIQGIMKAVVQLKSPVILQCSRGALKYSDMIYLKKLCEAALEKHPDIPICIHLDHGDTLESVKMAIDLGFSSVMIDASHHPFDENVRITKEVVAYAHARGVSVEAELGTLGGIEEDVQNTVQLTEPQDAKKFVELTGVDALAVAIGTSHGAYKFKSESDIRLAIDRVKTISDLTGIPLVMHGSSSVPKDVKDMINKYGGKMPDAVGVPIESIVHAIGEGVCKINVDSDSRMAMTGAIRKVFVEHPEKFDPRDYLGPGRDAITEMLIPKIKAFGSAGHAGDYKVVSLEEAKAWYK
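Giardia FBPA (40 nM reagent) was preincubated 10 min at RT with compound (up to 57.5 uM final), then substrate plus GAPDH/TPI/NAD/arsenate coupling system with diaphorase/resazurin was added; resorufin fluorescence (525/598 nm) was read after 20 min.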
Sm TGR inh: inhibitors of Schistosoma mansoni thioredoxin glutathione reductase; purified TGR, DTNB reduction, TNB absorbance 405 nm; Potency, µM (highest dose often 114 µM), without a hit: top-dose activity change, negative = inhibition, most hits filed as inhibitors; AID 485364; actives 3% (n = 360,000); Q962Y6; also: potency is read from the fitted curve at half-maximal effect; nearly all actives have a fitted effect of over 60% in size
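Kinetic colorimetric format: TGR-catalysed, NADPH-driven DTNB reduction monitored via TNB absorbance. Enzyme dispensed at 20 nM; compound exposure 15 min at room temperature before reaction start.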
AmpC inh no detg: AmpC beta-lactamase inhibition without detergent; P00811; AmpC nitrocefin hydrolysis, absorbance 480 nm, 0.0001% Triton; Potency, µM (highest dose often 57.1 µM), inactives show top-dose activity change, negative = inhibition, usual class: inhibitors; actives 0.52% (n = 330,000);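 also: potency is read from the fitted curve at half-maximal effect; plate controls were no compound for no effect and no enzyme for full effect; nearly all actives have a fitted effect of over 20% in size; some results filed as inactive show a strong effect at the top dose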
Target sequence (P00811 whole entry, looked up): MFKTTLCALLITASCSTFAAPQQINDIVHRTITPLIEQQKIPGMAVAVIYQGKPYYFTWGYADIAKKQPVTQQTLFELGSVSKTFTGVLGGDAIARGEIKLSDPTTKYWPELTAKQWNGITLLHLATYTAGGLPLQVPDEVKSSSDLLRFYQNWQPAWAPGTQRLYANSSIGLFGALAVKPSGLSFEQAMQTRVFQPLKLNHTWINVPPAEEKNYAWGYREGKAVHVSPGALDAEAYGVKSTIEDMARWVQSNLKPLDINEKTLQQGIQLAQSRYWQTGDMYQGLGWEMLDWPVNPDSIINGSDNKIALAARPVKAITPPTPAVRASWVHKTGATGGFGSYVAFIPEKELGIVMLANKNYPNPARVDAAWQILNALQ
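20 mM phosphate pH 7.0 + 0.01% (detergent screen) or 0.0001% Triton X-100; 5.3 nM AmpC reagent; cpd preinc 15 min RT; nitrocefin (800 uM stock) to start; A480 q20 s × 4 min; Activity was normalised to no-enzyme and no-compound control wells.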
HCV inhibitor: HCV inhibition; actives 3.4% (n = 340,000); AID 651820; Potency, µM (highest dose often 41.8 µM), for the others: at the top dose activity change, negative = inhibition, usual class: inhibitors; Huh7.5.1 HCVcc-Cre infection, luciferase reporter, 44 h; also: potency is read from the fitted curve at half-maximal effect
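Reporter virus HCVcc-Cre (~0.5 moi) infects cells exposed to compound; seeding density 1,000 cells/well with 4 h settling beforehand. Luminescence, 15 sec read, taken 44 h post-infection following a 15 min RT substrate incubation.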
AmpC detergent: inhibitors of E. coli AmpC beta-lactamase with detergent | Potency, µM (series often up to 114 µM), without a hit: top-dose activity change, negative = inhibition, actives largely listed as inhibitors | actives 0.041% (n = 370,000) | AmpC hydrolysis of nitrocefin, absorbance 480 nm, 0.01% Triton | P00811 | AID 485294;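 also: potency is read from the fitted curve at half-maximal effect; 0% = no-compound wells and -100% = no-enzyme wells; nearly all actives have a fitted effect of over 25% in size; some results filed as inactive show a strong effect at the top dose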
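20 mM phosphate pH 7.0 + 0.01% (detergent screen) or 0.0001% Triton X-100; 5.3 nM AmpC reagent; cpd preinc 15 min RT; nitrocefin (800 uM stock) to start; A480 q20 s × 4 min; Activity was normalised to no-enzyme and no-compound control wells.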
HCMV antiviral: blocks human cytomegalovirus replication | activity change, negative = inhibition, % at 57.5 µM | AID 1259415 | HFF cells, HCMV-luciferase reporter, 72 h; stronger effect = lower value | actives 4.5% (n = 410,000); in the data active = activity change below about -60%; inconclusive = no clear call, values can overlap the other calls; inactive = above about -39%
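HFF cells seeded 16 h at 37C, treated with compounds, infected with luciferase-reporter HCMV at MOI 1 PFU/cell; luciferase read at 72 h post infection, normalized to buffer-only and Salinomycin controls.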
* = called active by the depositor; u = inconclusive; x = no result given; & = joins results of further samples; [ ] = dose if it differs, or a comment. Unless noted, calls follow the shape of the dose curve; as a rule, active = well fitted curve in the direction sought with a large enough effect; inconclusive = small, poorly fitted or top-dose-only effect, or another doubt; inactive = no such curve, though single readings can be large; an effect the other way counts as inactive or inconclusive. Unless noted, % is scaled to controls: 0 for no effect and ±100 for the full control effect.

Values run as follows: FBPA Giardia inh | Sm TGR inh | AmpC inh no detg | HCV inhibitor | AmpC detergent | HCMV antiviral
COc1ccc(/C(N)=N/OC(=O)Cc2ccccc2[N+](=O)[O-])cc1
  0% | -2% | -23% | u | -1% | 15
Cc1cc(S(=O)(=O)Nc2cccc(C(=O)O)c2)c(C)c(S(=O)(=O)c2ccccc2)c1
  x | 2% | x | x | 2% | 6
Cc1ccc(N(CC(=O)O)S(C)(=O)=O)cc1Cl
  8% | 1% | -1% | 2% | 6% | -2
CCC(NS(=O)(=O)c1cn(C)nc1C)c1ccccc1 (configuration not stated)
  0% | 7% | -5%[2.29 µM] | 3% | u | -36
O=C(COC(=O)c1ccc[nH]c1=O)NC1CC1
  x | x | -17% | 22% | x | 0
CCOC(=O)c1c(C)[nH]c(C)c1S(=O)(=O)N1CCCC(C(=O)NCc2cccc(OC)c2)C1 (configuration not stated)
  x | 5% | x | x | 1% | -1
CCCCCCCC(=O)NNC(=O)CCC(=O)O
  1% | -1% | -14% | -4% | 2% | 0
Cc1cccc(-c2nc(C)c(CCNC(=O)c3cccs3)s2)c1
  x | -3% | x | x | -3% | 47
Cn1c(NCC(O)c2ccccc2)nc2c1c(=O)n(Cc1ccc(Cl)cc1)c(=O)n2C (configuration not stated)
  6% | 0% | 72%[activator] | u | u | -20
COc1ccccc1NS(=O)(=O)c1cccc(C(=O)NCc2ccco2)c1
  -2% | -8% | -8% | 29% | 1% | -20
CC(=O)c1ccc(OCC(=O)N(CCC2=CCCCC2)c2c(N)n(Cc3ccccc3)c(=O)[nH]c2=O)cc1
  x | -4% | u | 0%[8.37 µM] | -18% | -20
CNC(=O)c1[nH]cnc1C(=O)N[C@@H](C)C(=O)OC(C)(C)C
  -14% | -2% | -4% | 15% | 5% | 8
COc1ccc(N(CN2C(=O)C3CCCCC3C2=O)C(=O)c2ccco2)cc1 (configuration not stated)
  0% | 4% | -6% | 12% | 10% | 58
O=C(CSc1ccccc1)NCCCc1ccccc1
  2% | 11% | -11% | -1% | u | 54
COc1ccc(Cl)cc1NC(=O)CSc1nnc(-c2ccncc2)n1CC1CCCO1 (configuration not stated)
  1% | -1% | 60% | 2% | -9% | 6
Cc1cc(C)cc(NC(=O)CSc2nnc(C3CC3)n2CC2CCCO2)c1 (configuration not stated)
  -2% | 5% | 17% | -6% | -10% | -14
CCc1nn(CC(=O)O)c(=O)c2ccccc12
  15% | 0% | -19% | 27% | -9% | 36
Cc1noc(C)c1C(=O)OC(C)C(=O)N(C)c1ccccc1 (configuration not stated)
  x | -2% | -11% | 3% | 0% | -27
CC(C)Cc1ccc(C(=O)NCc2ccc3c(c2)OCO3)o1
  -3% | 48%[activator] | -11% | u | 2% | 8
CC1CC(=O)N(CC(=O)Nc2cccc(Cl)c2)c2ccccc2S1(=O)=O (configuration not stated)
  8% | -27% | 40% | 6% | 2% | 0
CCCCOC(=O)c1cccc(NC(=O)c2cc3ccccc3o2)c1
  x | 4% | x | x | -5% | 67
COC(=O)c1cn(C(=O)c2ccc(OC)cc2)c2ccccc12
  -4% | 74% | 1% | u | 2% | -65*
CCc1ccc(NC(=O)Cn2c(=O)n(CCC(C)C)c(=O)c3cccnc32)cc1
  x | -2% | x | x | 23% | 24
Cc1ccc(OCC(=O)N/N=C/c2ccc3c(c2)OCO3)cc1C
  1% | 0% | -30% | -1% | 2% | 75
CCn1c(=O)cc(SCC(=O)NCCN2CCN(Cc3ccccc3)CC2)c2ccccc21
  -11% | u | 106%[activator] | -27%&-27% | -5% | 121
N#Cc1ccc(OS(=O)(=O)c2ccc(-c3ccon3)s2)cc1
  x | 3% | -25% | -24% | -1% | 3
CC(=O)Nc1ccc(S(=O)(=O)N2CC3(C)CC2CC(C)(C)C3)cc1 (configuration not stated)
  2% | 15% | -1% | 0% | -3% | u
COC(=O)c1ccc(N2NC(=O)/C(=C/c3ccc(OC)c(OC)c3)C2=O)cc1
  3% | -3% | -26% | -1% | u | 17
O=[N+]([O-])c1cc([N+](=O)[O-])c(Oc2cc(Cl)ccc2Cl)cc1NC1CCCCCCC1
  2% | u | -14% | 11% | -6% | -33
Cc1ccc(CNC(=O)C2CC(c3ccccc3F)=NO2)cc1 (configuration not stated)
  4% | 5% | -1% | -12% | -7% | 29
COc1ccc(-c2noc(CN(C(=O)Cc3ccc(C)cc3)C(C)C)n2)cc1
  x | 8% | x | x | 6% | -17
O=C(CSc1nnc2ccc(-c3ccccc3)nn12)NCC1CCCO1 (configuration not stated)
  4% | 12% | 0% | -1% | 4% | u
CCC(=O)N1N=C(c2ccc(C)o2)CC1c1ccc(OC)cc1 (configuration not stated)
  6% | 4% | -8%[2.29 µM] | -23% | u | 29
Cc1cc(C)c(C#N)c(SCC(=O)N(CC(C)C)C2CCS(=O)(=O)C2)n1 (configuration not stated)
  x | 3% | 0% | u | -16% | -4
C=CCOn1c(=O)c(-c2ccccc2)[n+]([O-])c2ccccc21
  -5% | -13% | -15% | 9% | u | u
CCOc1ccccc1CN1CCC(N2CCC(C(=O)NC3CC3)CC2)CC1
  13% | -5% | -9% | -21% | -7% | -5
COc1ccccc1CNC(=O)CCC(=O)N1Cc2cccc(OC)c2Oc2ncccc21
  x | -32% | 41% | -10% | 3% | -37
CNC(=S)N/N=C/c1cc(Br)cc(Br)c1O
  -7% | -7% | -13% | -4% | 1% | -9
CCOC(=O)C1=C2SCCN2C(=O)C(C#N)C1(C)C (configuration not stated)
  -21% | -7% | 3% | 9% | -11% | u
Cc1cc(C)nc(Sc2nc(Cl)nc(N(c3ccccc3)c3ccccc3)n2)n1
  -13% | 0% | -1% | u | 2% | 90
CCOC(=O)C1CN(S(C)(=O)=O)c2cc(CC(=O)OC)ccc2O1 (configuration not stated)
  -7% | 0% | 20% | -9% | -6% | 3
O=C(NOCc1ccccc1)c1coc(-c2ccccc2)n1
  x | x | -15% | u | x | 4
COc1ccccc1CNC(=O)CCCn1c(=O)c2ccccc2n(Cc2ccccc2C#N)c1=O
  x | 4% | x | x | 16% | -3
O=C(/C=C/c1ccccc1Cl)NCc1cccs1
  1% | -18% | -30% | u | -3% | 37
CCOC(=O)N1CCc2c(sc(NCc3ccc(OC)c(OC)c3OC)c2C(=O)Nc2ccc(OC)cc2OC)C1
  x | -29% | x | x | 6% | -80*
O=C(CS(=O)(=O)c1nc(-c2ccc(Cl)cc2)cn1-c1ccccc1)Nc1cccc(Cl)c1
  x | -21% | x | x | -7% | 61
CCN1CCOC(=O)C1CC(=O)Nc1cc(C)cc(C)c1 (configuration not stated)
  x | 18µM* | x | x | -3% | 14
COc1ccc(CNC(=O)CN2CCN(S(=O)(=O)c3ccccc3)CC2)cc1
  x | -16% | 18% | 0% | u | -9
c1ccc2nc(OCCN3CC3)ccc2c1
  1% | -19% | 33% | u | 2% | -64*
CSc1n[nH]c2nc3c(c(=O)n12)C1(CCCC1)Cc1ccccc1-3
  7% | 1% | -50% | 6% | -4% | u

Whole records, looked up by structure. Values in the order: FBPA Giardia inh | Sm TGR inh | AmpC inh no detg | HCV inhibitor | AmpC detergent | HCMV antiviral
`O=C(NOCc1ccccc1)c1coc(-c2ccccc2)n1` is entered as x | x | -15% | u | x | 4
`c1ccc2nc(OCCN3CC3)ccc2c1` is entered as 1% | -19% | 33% | u | 2% | -64*
`CSc1n[nH]c2nc3c(c(=O)n12)C1(CCCC1)Cc1ccccc1-3` is entered as 7% | 1% | -50% | 6% | -4% | u
`O=C(CS(=O)(=O)c1nc(-c2ccc(Cl)cc2)cn1-c1ccccc1)Nc1cccc(Cl)c1` is entered as x | -21% | x | x | -7% | 61

Following part
Values run as follows: FBPA Giardia inh | Sm TGR inh | AmpC inh no detg | HCV inhibitor | AmpC detergent | HCMV antiviral
COC(=O)CN1C(c2cccc(Cl)c2)=Nc2ccc(Cl)cc2C1c1ccccc1 (configuration not stated)
  -7% | -6% | -10% | -5% | -8% | 105
O=C(CS(=O)(=O)c1cn(CC(=O)N2CCCC2)c2ccccc12)Nc1ccccc1F
  -5% | 7% | 3% | x | -10% | -37
COc1ccc(CC(=O)NNC(=S)Nc2ccc(Br)cc2)cc1
  21% | -4% | -30% | 2% | -1% | 0
O=C(Nc1ccc(F)cc1)C1C(c2ccccc2)C1(Cl)Cl (configuration not stated)
  -7% | 7% | -43% | 11% | -12% | -68*
Cc1ccc(CNC(=O)COC(=O)c2ccc(Br)o2)cc1
  x | 0% | -30% | 13% | 6% | -6
COC(=O)C1=C(C)NC2=C(C(=O)CCC2)C1c1cccs1 (configuration not stated)
  -4% | -2% | -17% | 10% | -9% | 12
O=C(Nc1cnn(Cc2ccccc2)c1)c1nc2ncccn2n1
  22% | 0% | -6% | -26% | -5% | 64
COc1ccc(NC(=O)C2CCN(C(=O)c3sc4nc[nH]c(=O)c4c3C)CC2)cc1Cl
  x | 1% | x | x | 0% | 30
CCOc1ccccc1NC(=O)CCCN1C(=S)NC(C)(C)CC1C (configuration not stated)
  -7% | 5% | -13% | u | 2% | 20
COc1ccc2cc(C#N)c(SCC(=O)NNC(=O)Cc3ccccc3)nc2c1
  1% | -2% | -34% | -2% | 1% | -31
CC1(C)Nc2ccccc2C(=O)N1NS(=O)(=O)c1ccccc1
  -2% | 4% | -14% | 0% | u | -3
CCOC(=O)c1sc(NC(=O)CSc2nnnn2-c2ccc(C)cc2C)nc1C
  11% | 6% | -28% | 8% | u | u
COc1ccc(NC(=O)CN(C)CC(=O)NC2CCC(C)CC2)cc1 (configuration not stated)
  x | -7% | 35% | -16% | -10% | 34
COc1cccc(/C=C(/C(=O)OCC(=O)NC2CCCCCCC2)c2ccccc2)c1
  1% | -6% | -12% | 11µM* | -8% | u
COc1ccc(-c2nc3scc(CCNS(=O)(=O)c4cccs4)n3n2)cc1
  x | 5% | x | x | -3% | u
O=C(CSc1n[nH]c(-c2cccs2)n1)N1CCN(S(=O)(=O)c2ccccc2)CC1
  -18% | 2% | -18% | -9% | -2% | 22
Cc1cc2oc(C(=O)N(Cc3ccc(N(C)C)cc3)Cc3ccco3)c(C)c2cc1Cl
  x | 6% | x | x | 25% | -14
NS(=O)(=O)c1ccc(N=Nc2c(O)[nH]c3ccc(Br)cc23)cc1
  23% | 2% | -24% | u | -7% | -60*
COc1ccc2cc(S(=O)(=O)c3ccccc3F)c(=O)oc2c1
  x | 1% | x | x | 19% | -12
Cc1cccc(-n2cnc3sc(C)c(C)c3c2=O)c1
  4% | 15% | -13% | u | 3% | 7
O=c1cc(CSc2ccccc2)[nH]c2ccccc12
  -15% | 6% | -39% | u | -1% | u
CCC(=O)Nc1ccc(Br)c(Cl)c1
  -6% | 1% | -16% | -20% | 0% | 0
Cc1ccccc1CSc1nnc(-c2cccs2)n1Cc1ccco1
  -1% | -29% | -29% | -11% | 2% | u
CCOCC(=O)N1CCC(Cc2ccccc2)CC1
  2% | x | 3% | u | -5% | u
COC(=O)c1ccc(NC(=O)CSc2nc3ccc(OC)cc3[nH]2)cc1
  x | -4% | x | x | -10% | 5

Compound activity as filed in PubChem.
